PLCg1 inh: inhibitors of human phospholipase C gamma1; purified PLC-gamma1, fluorogenic substrate, fluorescence; inhibition, % at 12.2 µM; hit rate 0.84% among 370,000; in the data active means inhibition above about 9.5%
TDP2 inh: TDP2 (human) inhibition, absorbance primary screen. O95551. recombinant TDP2, T5PNP hydrolysis, p-nitrophenol absorbance 415 nm. inhibition, % at 12.8 µM. hit rate 0.34% among 370,000. AID 720702;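 active means inhibition above the mean of all tested compounds plus 3 SD, set per campaign, cut at about 25% in these data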;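 further: 0% = DMSO with enzyme and 100% = buffer with substrate but no TDP2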
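Assay system: recombinant human TDP2 / Reagent: T5PNP substrate at 5 mM, a TopII-DNA adduct mimic / Measured by: epi absorbance from released p-nitrophenol / Evaluation: % inhibition relative to enzyme-containing and enzyme-free wells / Control set: enzyme-free and DMSO wells / Replicates: each compound tested once, singlicate / Schedule: enzyme reaction with compound for 2 h at 37 °C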
ADAM17 inh: inhibits human ADAM17; P78536; recombinant ADAM17, EDANS/DABCYL FRET peptide cleavage; inhibition, % at 6.95 µM; hit rate 0.83% among 370,000; AID 720648;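 active means inhibition above the mean of compounds lying between control limits plus 3 SD, set per campaign, cut at about 8.5% in these data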;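 further: 0% = DMSO-only wells as the low control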
Target sequence (P78536 215-824 limits assumed): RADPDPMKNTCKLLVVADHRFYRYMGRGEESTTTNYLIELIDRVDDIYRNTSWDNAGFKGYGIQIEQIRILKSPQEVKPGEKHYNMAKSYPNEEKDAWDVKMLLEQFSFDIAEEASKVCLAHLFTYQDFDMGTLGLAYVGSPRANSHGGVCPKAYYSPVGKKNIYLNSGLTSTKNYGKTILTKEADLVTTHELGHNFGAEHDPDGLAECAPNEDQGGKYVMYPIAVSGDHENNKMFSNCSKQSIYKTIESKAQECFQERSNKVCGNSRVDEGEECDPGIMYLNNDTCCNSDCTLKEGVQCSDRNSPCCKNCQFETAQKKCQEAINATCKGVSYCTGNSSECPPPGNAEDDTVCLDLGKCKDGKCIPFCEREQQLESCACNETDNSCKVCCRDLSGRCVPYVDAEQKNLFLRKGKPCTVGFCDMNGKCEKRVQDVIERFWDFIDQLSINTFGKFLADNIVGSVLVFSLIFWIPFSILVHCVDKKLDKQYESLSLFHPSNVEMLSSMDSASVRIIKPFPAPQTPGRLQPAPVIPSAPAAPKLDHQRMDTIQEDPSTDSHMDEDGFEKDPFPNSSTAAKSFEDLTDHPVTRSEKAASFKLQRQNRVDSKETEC
PLCb3 inh: PLC-beta3 (human) inhibition, primary screen. inhibition, % at 12.2 µM. hit rate 0.18% among 370,000. Purified PLC-beta3, fluorogenic substrate, fluorescence; in the data active means inhibition above about 11%;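 further: 0% = median of compound wells on plate and 100% = full blocker control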
ASAP1 GAP inh: blocks human ASAP1-stimulated Arf1 GTP hydrolysis. Q9ULH1. hit rate 0.19% among 360,000. GDP FP detection. inhibition, % at 16.5 µM; in the data active means inhibition above about 25%;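 further: 0% = vehicle with enzyme and substrate and 100% = no enzyme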
Tn7 DDE FP: inhibitors of Tn7 peptide binding to human fibrin DD(E). inhibition, % at 8.3 µM. AID 720508. FP displacement of FITC-Tn7 peptide from fibrin DD(E); 0% = median of compound wells per plate. hit rate 0.13% among 370,000. P02675;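 active means inhibition above the mean of compounds falling within the control limits plus 3 SD of them, cut at about 14% in these data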;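 further: 0% = plate median of compound wells and 100% = 10 µM Aha-Tn7 peptide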
Target sequence (P02675 whole entry, looked up): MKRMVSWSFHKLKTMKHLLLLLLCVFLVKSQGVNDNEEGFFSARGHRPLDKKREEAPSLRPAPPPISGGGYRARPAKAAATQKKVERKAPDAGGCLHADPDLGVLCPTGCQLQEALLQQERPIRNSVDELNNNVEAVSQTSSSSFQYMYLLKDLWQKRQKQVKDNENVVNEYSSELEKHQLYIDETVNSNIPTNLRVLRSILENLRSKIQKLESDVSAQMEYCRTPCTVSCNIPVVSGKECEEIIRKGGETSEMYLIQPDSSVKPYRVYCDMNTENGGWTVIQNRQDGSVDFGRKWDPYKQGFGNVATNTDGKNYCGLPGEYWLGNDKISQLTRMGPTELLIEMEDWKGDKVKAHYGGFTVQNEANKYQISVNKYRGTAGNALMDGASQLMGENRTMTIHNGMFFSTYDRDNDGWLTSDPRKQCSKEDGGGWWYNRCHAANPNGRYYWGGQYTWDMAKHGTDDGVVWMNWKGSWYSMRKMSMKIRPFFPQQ
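Assay system: Human clot-derived fibrin DD(E) complex | Buffer or medium: Tris/NaCl/CaCl2 buffer, pH 7.8 | Repeats: One replicate per compound | Benchmarks: Aha-Tn7 high control | Measure: % inhibition scaled between sample-field median and high-control FP | Schedule: 10 min plus 3 h, room temperature | Signal: Fluorescence polarization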
SIAE primary: blocks human sialic acid acetylesterase; SIAE FP-Rh probe binding, fluorescence polarization; Q9HAT2; AID 1053197; hit rate 0.69% among 370,000; inhibition, % at 9.66 µM;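 active means inhibition above a cutoff: mean of compounds within the control limits plus 3 SD of those, cut at about 17% in these data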;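 further: 0% = plate median of compound wells and 100% = probe without SIAE protein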
ARFGAP1 inh: inhibitors of rat ARFGAP1 | inhibition, % at 16.5 µM | Arfgap1-stimulated ARF1 GTP hydrolysis, GDP FP detection | hit rate 0.26% among 360,000 | Q62848;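 active means inhibition above a per-plate limit, mean inhibition of low control wells plus 3 SD, cut at about 25% in these data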;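 further: 0% = DMSO wells with enzyme and 100% = wells lacking Arfgap1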
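Assay system: purified rat His6-Arfgap1 residues 1-136 (GAP domain); Reagent: human Δ17 ARF1 bound to GTP; Dosing: 16.5 µM single point, 1.26% DMSO; Times: GTP hydrolysis reaction 2 h at 25 °C; Signal: FP, GDP Alexa 633 tracer displaced from anti-GDP antibody, 620/688 nm; Measure: % inhibition from polarization.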
Tn6 DDE FP: inhibitors of Tn6 peptide binding to human fibrin DD(E). P02675. Fibrin DD(E) TRITC-Tn6 fluorescence polarization displacement. inhibition, % at 8.3 µM. hit rate 0.21% among 370,000. AID 720509;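 active means inhibition above a per-campaign cutoff: mean of compounds within control limits plus 3 SD, cut at about 15% in these data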;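 further: 0% = median of all compound wells on the plate and 100% = blocking peptide control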
ADAM10 inh: ADAM10 inhibition, QFRET primary screen; O14672; recombinant ADAM10, EDANS/DABCYL FRET peptide cleavage, 3 h; inhibition, % at 7 µM; hit rate 0.62% among 370,000;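 active means inhibition above a per-campaign cutoff equal to the mean of compounds falling between control-based bounds plus 3 SD, cut at about 20% in these data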;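 further: 0% = DMSO wells while the 100% control is not disclosed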
The depositor's hits bear a star; i = inactive; nt = not tested or not shown.

smiles,PLCg1 inh,TDP2 inh,ADAM17 inh,PLCb3 inh,ASAP1 GAP inh,Tn7 DDE FP,SIAE primary,ARFGAP1 inh,Tn6 DDE FP,ADAM10 inh
Cc1cc(N)n(-c2ccc(S(=O)(=O)c3ccc(C(C)C)cc3)cc2)n1,-1,-3,-1,-3,-2,-3,-3,-3,-11,9
Cc1cc2c(cc1C)-n1nnnc1C(N1CCN(C(=O)OCc3ccccc3)CC1)C(=O)N2 (stereo not given),-5,-9,-7,-6,6,0,3,-4,-2,-26
Cc1nc2cc(-c3ccc(Cl)cc3)nn2c(C)c1CCC(=O)NC(C)c1ccc2c(c1)OCCO2 (stereo not given),-23,-5,-4,-31,2,-3,-12,4,3,-20
COc1ccc(/C=C2\Cc3ccccc3C2=O)cc1OC,-326,-5,-4,-492,22,-2,-10,3,-8,-4
Cc1ccc(C)c(NC(=O)CN(C)C(=O)[C@@H](NC(=O)c2ccc(C(C)(C)C)cc2)C(C)C)c1,-2,8,-2,-3,3,3,4,0,14,3
COc1ccc(C(C)C)cc1S(=O)(=O)NCC1CCCO1 (stereo not given),9,-10,2,-3,2,4,10,-2,2,5
O=[N+]([O-])c1ccc2oc(C(O)c3cccc(Cl)c3)cc2c1 (stereo not given),-1,1,4,-6,4,-4,-13,12,1,6
CCOc1cc(/C=N/NC(=O)c2ccncc2)ccc1OC(=O)c1ccc([N+](=O)[O-])cc1,0,4,-3,1,14,-3,3,4,-12,-3

Next results follow:
smiles,PLCg1 inh,TDP2 inh,ADAM17 inh,PLCb3 inh,ASAP1 GAP inh,Tn7 DDE FP,SIAE primary,ARFGAP1 inh,Tn6 DDE FP,ADAM10 inh
COc1ccc(CN2C(=O)c3cccnc3C2=O)cc1S(=O)(=O)NC1CCCCC1C (stereo not given),2,-3,-1,-10,-10,2,5,4,-3,-3
CCOc1ccc(NC(=O)CCC(=O)NNC(=O)c2cccc([N+](=O)[O-])c2)cc1,2,5,-4,5,-1,5,2,10,-3,-3
C#Cc1ccc([C@H]2C=C(C(=O)NC3CC3)O[C@@H](OCC)[C@@H]2CCCO)cc1,0,-9,2,0,6,-9,-4,13,-2,-2
COc1cc2c(cc1OC)/C(=C/C(=O)c1cccc([N+](=O)[O-])c1)NCC2,-36,-22,-25,-61,3,3,2,-5,2,-47
Cn1c(=O)c2sccc2n2c(CCCC(=O)NCc3ccc4c(c3)OCO4)nnc12,1,-1,-2,7,-6,-7,-1,1,3,1
O=C(CCCC(=O)NCc1ccccc1)NCc1ccccc1,-1,-8,3,2,1,-7,8,-1,-2,-3
CC1(C)N=c2ccc([N+](=O)[O-])c(N)c2=[N+]1[O-],4,12,0,9,-3,-1,1,-2,-3,-1
Cc1cccc(C2c3[nH]c4ccccc4c3CCN2C(=O)c2cc(-c3cccn3C)n[nH]2)n1 (stereo not given),2,-2,7,-1,9,-2,-2,8,-7,20*

Following part:
smiles,PLCg1 inh,TDP2 inh,ADAM17 inh,PLCb3 inh,ASAP1 GAP inh,Tn7 DDE FP,SIAE primary,ARFGAP1 inh,Tn6 DDE FP,ADAM10 inh
CC[C@@H](C)C(NC(=O)OC(C)(C)C)c1cn([C@@H](CCCCNC(=O)OC(C)(C)C)C(=O)N2CCN(C(=O)OC(C)(C)C)CC2)nn1 (stereo not given in full),6,-18,5,6,4,-6,0,-4,-9,1
COc1ccc(-c2[nH]c3ccccc3c2SCCNC(=O)c2cc3ccccc3oc2=O)cc1,2,-2,5,0,-7,9,10,11,3,13
Cc1csc(SCC(=O)NC23CC4CC(CC(C4)C2)C3)n1,5,-2,0,2,-11,5,11,-2,5,5
Cc1ccc(S(=O)(=O)N2CCN(S(=O)(=O)c3ccc(C)cc3)C2)cc1,-2,-2,-8,1,0,4,-4,-4,8,-5
O=C(NN=Cc1ccccc1)C(Oc1ccccc1)c1ccccc1 (stereo not given),-4,-1,0,-3,17,-3,-3,16,-9,8
O=C(NCc1ccccc1)/C(=C\c1cccc([N+](=O)[O-])c1)NC(=O)c1ccco1,-3,6,-4,3,1,1,4,-2,2,-6
O=C(O)CCC(=O)N1CCc2cc(S(=O)(=O)N3CC=C(c4ccccc4)CC3)ccc21,-6,-2,-7,-5,-3,2,-4,10,-6,-15
COc1ccc(C(=O)C2(C(=O)Nc3cc(C)cc(C)c3)CC(c3ccccc3C(F)(F)F)=NO2)cc1 (stereo not given),0,0,3,-4,nt,11,-7,nt,3,-24

More records follow:
smiles,PLCg1 inh,TDP2 inh,ADAM17 inh,PLCb3 inh,ASAP1 GAP inh,Tn7 DDE FP,SIAE primary,ARFGAP1 inh,Tn6 DDE FP,ADAM10 inh
NS(=O)(=O)c1ccc(CCNC(=O)C2Cc3ccccc3CN2C(=O)c2ccco2)cc1 (stereo not given),-2,8,-9,-3,4,-1,2,-2,7,-2
Cc1ccc2c(c1)c1c(n2CC(O)CNC(C)(C)C)CCCC1 (stereo not given),-52,4,-17,-83,2,6,1,2,2,-75
C[C@H](O)[C@@H]1CN2CCc3ccc(-c4ccc5c(c4)OCO5)cc3[C@@H]2C[C@@H]1N(C)C(=O)c1cccc(Cl)c1,-12,-5,-6,-15,4,8,4,-7,-9,-25
O=C(CSc1ccc(Cl)cc1)Nc1ccc(N2CCN(C(=O)c3ccco3)CC2)cc1,3,-10,4,0,1,-6,-6,12,0,-1
CCCS(=O)(=O)NC(=O)C1(C)CCN(C(=O)c2sccc2C)C1 (stereo not given),0,-5,-6,1,14,2,-6,-8,-6,-2
O=C(Cn1[nH]c(=O)c2ccccc2c1=O)OCC(=O)c1ccccc1Cl,1,18,-1,-3,-4,6,14,5,16*,-3
Cc1ccc(O)c(CN(C)Cc2cc(C)ccc2O)c1,0,-14,0,3,-9,5,5,4,-8,5
COc1ccc(S(=O)(=O)NC(CC(=O)NCc2ccc3c(c2)OCO3)c2ccco2)cc1 (stereo not given),-2,1,1,-1,-1,10,1,6,8,-3

The list goes on:
smiles,PLCg1 inh,TDP2 inh,ADAM17 inh,PLCb3 inh,ASAP1 GAP inh,Tn7 DDE FP,SIAE primary,ARFGAP1 inh,Tn6 DDE FP,ADAM10 inh
O=C(c1nc2ccc(Cl)cn2c1CN1CCC(O)CC1)N1CCc2ccccc2C1,-3,4,-3,-6,-5,-8,-6,5,0,0
CN(c1ccc(NC(=O)CCc2c[nH]c3ccccc23)cc1)c1ccccn1,-8,7,3,-12,-2,3,27*,-1,0,3
Cc1cc(C)c(NC(=O)CNC(=O)c2cc(C3CC3)nn2-c2ccccc2)c(C)c1,3,6,1,-6,1,3,-6,-7,2,5
COCc1cccc(-c2csc(C(O)c3ccc(F)c(F)c3)n2)c1 (stereo not given),-6,-7,8,-14,-3,2,-4,3,2,-3
O=C(OCc1cn(-c2ccc(Cl)c(Cl)c2)nn1)c1ccccc1,-1,3,2,3,1,3,4,0,8,13
CCOc1ccc(CNC(=O)CCC(=O)N2Cc3ccccc3Oc3ncccc32)cc1,-1,12,-1,-3,4,5,0,3,2,1
CN(CC(=O)NC(=O)NC1CCCCC1)CC(=O)Nc1ccc(OC(F)(F)F)cc1,0,6,2,-3,1,-2,1,6,9,4
CCCc1nnc(NC(=O)CCC(=O)Nc2ccc(Br)cc2)s1,1,17,-1,2,1,-5,2,-4,-1,3

Additional results follow:
smiles,PLCg1 inh,TDP2 inh,ADAM17 inh,PLCb3 inh,ASAP1 GAP inh,Tn7 DDE FP,SIAE primary,ARFGAP1 inh,Tn6 DDE FP,ADAM10 inh
Cc1cnc(CNC(=O)c2ccc(OC3CCN(C(=O)C4CC4)CC3)cc2)cn1,3,-5,-1,4,6,-4,4,0,1,13
CN(CCC#N)C(=O)COC(=O)c1ccc2c(=O)n3c(nc2c1)CCC3,-7,-9,-12,-11,-4,3,2,-3,0,-41
Cc1cc(C(=O)O)ccc1-n1c(C)cc(C=C2C(=O)c3ccccc3C2=O)c1C,-53,1,-2,-71,9,6,-10,-6,0,-1
Cc1ccc(C(=O)NC2CC(C)(C)NC(C)(C)C2)c(C)c1,4,-3,-4,2,2,-1,-8,-4,3,-3
COC(C[C@@H](O)CC(=O)[C@H](C)OCc1ccccc1)OC,0,7,-1,1,14,-4,4,2,-1,0
COc1ccc(CCNC(=O)COc2ccc([N+](=O)[O-])cc2)cc1,-1,5,0,3,7,10,3,-5,-2,2
COc1ccc(-c2oc3c(OC)c(OC)c(OC)c(O)c3c(=O)c2OC)cc1OC,i,-4,-13,i,3,-3,7,-7,-10,-62
O=[N+]([O-])c1ccc(C[n+]2cccc3ccc4cccnc4c32)cc1,1,7,-2,-3,1,-2,-6,0,-4,0

Later entries
smiles,PLCg1 inh,TDP2 inh,ADAM17 inh,PLCb3 inh,ASAP1 GAP inh,Tn7 DDE FP,SIAE primary,ARFGAP1 inh,Tn6 DDE FP,ADAM10 inh
CCCNCc1cc(OC)c(OCCC)cc1Cl,1,-7,3,2,-7,2,4,11,4,0
COc1cc(OC)c(S(=O)(=O)Nc2ccccc2N2CCCCC2)cc1NC(C)=O,1,-3,1,-5,-3,-3,-5,-3,6,-1
CCOC(=O)CNC(=O)Cn1cnc2c(nnn2-c2cccc(OC)c2)c1=O,4,10,5,-1,1,-4,5,11,-2,6
Cc1ccc(NC(=O)c2cc(S(=O)(=O)N3CCCCC3)ccc2N2CCOCC2)cc1F,1,-3,-2,4,-2,-3,-9,20,1,5
O=C1NC(=O)/C(=C\c2ccc(Cl)cc2Cl)N1,2,4,-4,0,-1,-4,3,-6,4,-3
Cc1ccc2nc(SCC(=O)Nc3ccccc3F)nc(=O)n2c1,-1,14,-2,1,2,2,4,23,-6,-9
CC(=O)Nc1cccc(OCCCNS(=O)(=O)c2ccc(C#N)cc2)c1,-1,2,0,-4,5,2,-2,4,1,-4
COCCNC(=O)c1cccc(OC2CCN(Cc3ccc(F)c(OC)c3)CC2)c1,1,9,-2,-3,-8,3,1,-12,8,-1

(next part)
smiles,PLCg1 inh,TDP2 inh,ADAM17 inh,PLCb3 inh,ASAP1 GAP inh,Tn7 DDE FP,SIAE primary,ARFGAP1 inh,Tn6 DDE FP,ADAM10 inh
Cc1ccc(C(=O)Nc2ccc(C(=O)N/N=C/c3c[nH]c4ccccc34)cc2)cc1,-84,-1,-5,-93,22,-3,-21,18,-11,-17
COc1ccc(NC(=O)N(Cc2ccc(C)cc2)Cc2cccnc2)c(OC)c1,2,-2,-2,5,9,-1,-1,8,4,-2
CC(=O)Nc1nc(-c2ccc3c(c2)CCN3C(=O)C2CC2)c(C)s1,-17,9,-4,-28,-12,3,2,-8,-1,-12
Cc1cc2ncn(C(=O)N3CCCCC3)c2cc1C,0,-5,-3,-46,6,-1,-4,8,5,-10
COc1ccc(S(=O)(=O)N2CCCc3nc(C)c(C)cc32)cc1,1,-11,1,-3,-1,-3,5,5,-5,-1
CC(C)N1CCN(Cc2cn[nH]c2C2CCCCC2)CC1CCO (stereo not given),6,-6,-10,4,2,6,-8,-1,-8,8

Rows were taken by chance; any-hit rate near 3.6%.
